CYP2C19 activ: increases human CYP2C19 enzyme activity; AID 1025; recombinant CYP2C19, luciferin-H EGE luminescence; active compounds read high; 0 = fully inhibited enzyme, 1 = untreated enzyme; P33261; 96,000 tested, under 10 active; activation factor at 5 µM;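 active = activation factor of at least 2 at 5 µM in the primary screen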;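 note: 0 = wells with 2.5 mM tranylcypromine and 1 = vehicle-only wells; values of inactives mirror those of a sister screen read the other way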
Target sequence (P33261 whole entry, looked up): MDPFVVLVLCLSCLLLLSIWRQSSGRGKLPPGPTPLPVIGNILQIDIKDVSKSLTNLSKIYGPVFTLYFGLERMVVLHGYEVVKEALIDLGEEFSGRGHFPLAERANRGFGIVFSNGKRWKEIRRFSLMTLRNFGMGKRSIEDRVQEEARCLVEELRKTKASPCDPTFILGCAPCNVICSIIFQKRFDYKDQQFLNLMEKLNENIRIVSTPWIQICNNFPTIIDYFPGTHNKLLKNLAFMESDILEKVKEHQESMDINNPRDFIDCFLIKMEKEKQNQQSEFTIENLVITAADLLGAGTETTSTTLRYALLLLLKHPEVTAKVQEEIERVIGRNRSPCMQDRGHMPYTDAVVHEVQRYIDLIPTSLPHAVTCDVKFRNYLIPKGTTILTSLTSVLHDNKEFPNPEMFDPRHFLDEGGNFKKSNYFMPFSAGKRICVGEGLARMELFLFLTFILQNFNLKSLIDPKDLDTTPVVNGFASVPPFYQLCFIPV
PLK1 kinase inh: inhibitors of human PLK1 kinase | AID 619 | inhibition, % at 10 µM | recombinant PLK1 kinase, TR-FRET peptide phosphorylation | 97,000 compounds, 0.53% hits;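 active = inhibition of 50% or more in the single-concentration screen; inactive = inhibition below 50%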;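 note: 0% = DMSO max control and 100% = H-89 dihydrochloride min control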
PLK1 PBD inh: inhibitors of human Plk1 polo box domain binding | inhibition, %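 (tested at about 20 µM)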 | Plk1 PBD phosphopeptide binding, fluorescence polarization | P53350 | AID 693 | 97,000 compounds, 0.13% hits; in the data active = inhibition above about 34%, passing the limit was not always enough
CYP2C9 activ: increases human cytochrome P450 2C9 activity; P11712; recombinant CYP2C9, luciferin-H conversion, luminescence; active compounds read high; factor 1 = untreated enzyme, 0 = blocked; activation factor at 5 µM; 96,000 compounds, 1.4% hits; AID 1024;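 active = activation factor of 2 or more for CYP2C9 at a 5 µM dose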;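 note: 0 = sulfaphenazole-blocked wells and 1 = vehicle-only wells; values of inactives mirror those of a sister screen read the other way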
Target sequence (P11712 whole entry, looked up): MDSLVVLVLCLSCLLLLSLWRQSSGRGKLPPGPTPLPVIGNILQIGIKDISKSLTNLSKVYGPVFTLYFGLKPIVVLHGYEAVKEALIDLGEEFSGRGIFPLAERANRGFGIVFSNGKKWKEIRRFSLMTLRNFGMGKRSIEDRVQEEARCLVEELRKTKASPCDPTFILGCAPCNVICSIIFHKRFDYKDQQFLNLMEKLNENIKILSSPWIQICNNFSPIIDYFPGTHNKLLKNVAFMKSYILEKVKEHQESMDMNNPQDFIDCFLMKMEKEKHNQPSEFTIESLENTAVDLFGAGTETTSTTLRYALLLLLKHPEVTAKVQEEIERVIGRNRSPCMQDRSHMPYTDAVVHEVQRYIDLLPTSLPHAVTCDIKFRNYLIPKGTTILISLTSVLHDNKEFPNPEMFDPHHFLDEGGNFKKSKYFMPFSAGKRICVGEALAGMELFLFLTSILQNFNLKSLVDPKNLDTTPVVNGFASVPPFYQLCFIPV
CYP2C19 inh: human CYP2C19 inhibition; 96,000 compounds, 21% hits; P33261; inhibition, % at 5 µM; CYP2C19 Supersomes, luciferin-H EGE luminescence, 30 min;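 active = CYP2C19 inhibition above a set limit at 5 µM in the primary screen, cut at about 50% in these data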;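 note: plate controls were negative control wells for no effect and 2.5 mM tranylcypromine positive control for full effect; values of inactives mirror those of a sister screen read the other way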
CYP2C9 inh: inhibitors of human CYP2C9; P11712; CYP2C9 Supersomes, luciferin-H conversion, luminescence; inhibition, % at 5 µM; 96,000 compounds, 20% hits; AID 777;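 active = blocking of liver enzyme CYP2C9 beyond about 50% at 5 µM, limit read from the data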; note: values of inactives mirror those of a sister screen read the other way
PLAP act: activates human placental alkaline phosphatase | activation fold at 20 µM | 96,000 compounds, 1.2% hits | AID 696 | purified PLAP enzyme, luminescent substrate read-out; active compounds read high; in the data active = activation fold above about 2
HIV Rev-RRE inh: disrupts HIV-1 Rev binding to RRE RNA. inhibition, % at 8 µM. Rev peptide-RRE RNA binding, FRET. P05866. 97,000 compounds, 0.79% hits;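 active = inhibition above the screen-wide mean plus 3 SD, cut at about 35% in these data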;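 note: 0% = median DMSO wells and 100% = median Neomycin B control wells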
Target sequence (P05866 whole entry, looked up): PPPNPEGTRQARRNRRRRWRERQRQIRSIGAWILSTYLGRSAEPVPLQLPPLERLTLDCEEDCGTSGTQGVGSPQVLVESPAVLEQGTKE
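Probe or stimulus: fluorescein-Rev peptide as binding partner; assay system: Cy5-tagged RRE RNA duplex with fluorescein-tagged Rev peptide; timing: 5 min compound–RNA preincubation, then 15 min with peptide, 25 °C; medium: HEPES pH 7.5 buffer with KCl, MgCl2, NaCl and EDTA; signal: fluorescein-to-Cy5 FRET, 480 nm excitation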
EphB4 antag: blocks human EphB4 binding to ephrin-B2. P54760. AID 720. EphB4 LBD / TNYL-RAW-Alexa532 peptide, fluorescence polarization. 97,000 compounds, 0.15% hits. inhibition, % at 7 µM;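 active = inhibition above the screen-wide mean inhibition plus 3 SD, cut at about 15% in these data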;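 note: 0% = DMSO wells and 100% = excess unlabeled TNYL-RAW peptide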
Active calls of the source: *; · = not tested or not shown; [ ] = another dose, or the depositor's remark.

SMILES	CYP2C19 activ	PLK1 kinase inh	PLK1 PBD inh	CYP2C9 activ	CYP2C19 inh	CYP2C9 inh	PLAP act	HIV Rev-RRE inh	EphB4 antag
CCOC(=O)N1CCN(C(=O)c2ccc3c(c2)NC(=O)C(N2CCOCC2)S3)CC1 (stereo unspecified)	0.8	-2	-14	0.9	15	7	1.2	8	3
CCOC(=O)c1ccc(NC(=O)CSc2nc(NC(=O)c3ccccc3)c3c(C)c(C)oc3n2)cc1	0.4	0	-10	0.2	60*	76*	1.1	-1	1
O=c1cc(Cl)c(-c2ccccc2)n[nH]1	1.2	0	-2	1.1	-16	-14	0.9	0	2
N#Cc1ccc(Oc2nc(Nc3ccc(F)cc3)nc(N3CCCC3)n2)cc1	0.9	-9	10	0.9	5	6	1.2	13	0
Cc1cc(C)c(NC(=O)CSc2nnc(-c3ccncc3)n2Cc2ccco2)c(C)c1	0.7	-7	-8	0.6	27	38	1	-4	-6
CCCOc1ccccc1C(=O)N(Cc1cccs1)C1CCS(=O)(=O)C1 (stereo unspecified)	0.9	2	6	1	6	4	1	0	0
COc1ccc(Nc2ncnc3ccccc23)c(OC)c1	·	-2	9	·	·	·	·	0	6
O=C(N/N=C/c1ccc(O)cc1)c1csc2ccccc12	0.8	-8	-14	3*	19	-199	1.2	7	-1
Cc1cc(=O)[nH]c(SCC(=O)Nc2ccc(Br)cc2)c1C#N	0.1	4	6	0.1	95*	93*	1.1	2	0
COc1ccc2[nH]c3c(=O)n(CCCCC(=O)N4CCCC4)c(=S)[nH]c3c2c1	0.7	-10	-5	0.4	31	60*	1.1	0	1
O=c1[nH]c(CSc2nnc(-c3cccnc3)n2C2CCCCC2)nc2ccccc12	0.4	-7	-18	0.9	62*	7	1.5	4	2
CCc1ccc2oc(=O)cc(CN3CCOCC3)c2c1	0.4	-7	-17	0.7	65*	29	1	3	-4
COc1ccc(S(=O)(=O)N2CCN(C)CC2)cc1C	0.9	-13	-14	1.5	14	-46	0.9	4	2
O=C(Cn1cnc2ccccc2c1=O)NCc1ccco1	1	-12	18	1	2	-4	0.9	8	-6
Cc1cccc(OCCCC(=O)Nc2nccs2)c1	0.2	15	-5	0.8	76*	24	0.9	5	5
Cc1cc(C)n(-c2nc3sc4c(c3c3nnc(SC(C)C)n23)CC(C)(C)OC4)n1	·	-12	-17	·	·	·	·	7	1
CC1(C)Cc2c(c(=S)nc(-c3ccccc3)n2CCCN2CCOCC2)CO1	1.1	·	·	1.2	-11	-21	1	·	·
O=c1[nH]c(CN2CCN(c3ccccc3Cl)CC2)nc2ccsc12	0.9	-6	-7	0.8	8	18	1	12	2
CN(Cc1ccccc1)S(=O)(=O)c1ccc(NS(C)(=O)=O)cc1	0.8	-7	-3	0.6	16	41	1	7	8
O=C(CSc1nnc(COc2cccc3cccnc23)o1)c1ccc(F)cc1	0.8	-16	9	1.3	24	-31	1	10	10
CCOc1ccc2[nH]c(=O)c(=O)[nH]c2c1	0.9	-8	-6	1	10	-5	1	7	-8
O=S1(=O)CCC(SCc2nc3sccn3c2Br)C1 (stereo unspecified)	0.6	2	10	1.2	42	-21	1	3	3
O=C(C1CCCN(S(=O)(=O)c2cccc3nonc23)C1)N1CCN(c2ccccc2)CC1 (stereo unspecified)	0.4	-3	-2	0.4	60*	60*	1.3	10	4
O=C(/C=C/c1ccccc1Cl)NCCN1CCOCC1	0.9	-12	8	1.1	11	-11	0.9	3	4
CCS(=O)(=O)N1Cc2ccccc2CC1C(=O)Nc1ccc(NC(C)=O)cc1 (stereo unspecified)	0.9	-50	-3	0.5	13	48	1.4	3	0

(further entries)
SMILES	CYP2C19 activ	PLK1 kinase inh	PLK1 PBD inh	CYP2C9 activ	CYP2C19 inh	CYP2C9 inh	PLAP act	HIV Rev-RRE inh	EphB4 antag
O=C(NNC(=O)c1ccccc1-n1cccc1)c1cccc(Cl)c1	0.9	-2	-21	0.7	7	29	1.6	11	3
O=C(NCc1cccnc1)C1CCCCN1S(=O)(=O)c1ccc(F)cc1 (stereo unspecified)	0.2	-6	10	0.7	80*	29	1	3	1
CN(C)c1ccnc(Oc2ccc(F)cc2)c1C#N	0.7	-9	-4	0.6	32	41	0.9	0	-5
CC1=CC(C)(C)NC(=S)N1c1ccccc1	0.4	-3	11	0.9	58*	14	0.9	1	-3
CCN1CCN(P2(=O)C=C(c3ccccc3)OC(c3ccccc3)=C2)CC1	1.1	-9	-18	1.2	-10	-15	1.7	3	3
CCOC(=O)C1C(=O)CC(C)(O)C(C(=O)OCC)C1c1cccc(OC)c1 (stereo unspecified)	1.1	-10	-24	1.1	-6	-6	1.1	1	5
COc1cc2[nH]c(=O)n(Cc3ccc(C(=O)NCCCN4CCN(C)CC4)cc3)c(=O)c2cc1OC	1.1	0	-10	1	-11	2	1.6	0	-7
COc1ccc(C(=O)/C=C(\C)Nc2ccc(NC(C)=O)cc2)cc1	0.9	-11	15	0.8	15	17	1	-4	5
COC(=O)c1ccccc1NC(=O)c1ccccc1OC	0.9	5	-20	1.2	10	-19	0.8	2	0
CS(=O)(=O)N(CC(=O)Nc1cccnc1)c1ccc2c(c1)OCO2	0.4	2	-3	1	58*	-1	1.2	3	6
Cc1ccc(-c2[nH]c(=O)n3ccncc23)s1	·	1	6	·	·	·	·	6	4
C=CCSc1nnc(-c2nnc(SCC=C)n2CC)n1CC	0.8	-6	6	0.9	18	8	1.1	6	7
CSc1ccc(Cl)c(C(=O)OCC(=O)N2CCOCC2)c1	0.5	-5	-2	1.7	51*	-67	1.2	2	0
CC(Sc1ccc2c(c1)OCCO2)C(=O)Nc1ncc(Cl)cc1Cl (stereo unspecified)	0.3	-16	10	0.6	70*	42	1	2	-6
COc1cc(OC)cc(C(=O)Nc2ccc3c(c2)COC3=O)c1	0.7	13	-17	0.7	28	33	0.9	-1	1
COc1ccccc1OCCSc1nc2ccccc2c(=O)[nH]1	0.4	-7	4	0.6	59*	43	0.9	5	11
O=C(NCCCN1CCC(Cc2ccccc2)CC1)C1CCC(=O)N1C1CCCC1 (stereo unspecified)	1	-4	-6	0.9	-2	6	1.9	7	-1
CC(=O)/C(=C\Nc1ccc(OCc2ccccc2)cc1)c1ccccc1	1	-20	25	0.2	-1	85*	0.9	3	2
CN(C)c1ccnc(N(Cc2ccccc2)Cc2ccccc2)c1C#N	0	-3	-8	0.1	96*	95*	0.9	16	8
CO/N=C(/CS(=O)Cc1ccc(Cl)cc1)c1ccc(Cl)cc1 (stereo unspecified)	0	-7	-23	0.4	96*	56*	0.8	16	0
O=C(CN1C(=O)C2CC=C(Cl)CC2C1=O)Nc1ccc(C(=O)O)cc1 (stereo unspecified)	1.1	19	-16	1.1	-8	-14	1.2	6	4
CCOC(=O)C1=C(C)NC(C)=C(C(=O)OCC)C1	0.7	6	-6	0.9	28	11	0.9	4	2
CC(C)CN(Cc1c(O)ccc2c3c(c(=O)oc12)CCC3)CC(C)C	0.9	-12	-6	0.7	11	34	1	1	-4
CCC(=O)c1ccc(OCC(O)CN2CCN(C(c3ccccc3)c3ccccc3)CC2)cc1 (stereo unspecified)	0.5	-8	-7	0.3	46	67*	1.2	6	7
CCOC(=O)Cc1csc(NC(=O)c2c(-c3c(F)cccc3Cl)noc2C)n1	0.5	-7	-1	0.3	51*	70*	1.4	17	4

(next part)
SMILES	CYP2C19 activ	PLK1 kinase inh	PLK1 PBD inh	CYP2C9 activ	CYP2C19 inh	CYP2C9 inh	PLAP act	HIV Rev-RRE inh	EphB4 antag
CC(/C=C/C(=O)c1ccc(C)cc1)=C\c1ccccc1	1	-10	-23	1	-2	2	1	25	6
CCOCCn1c(SCc2ccc(C)cc2)nc2c1c(=O)[nH]c(=O)n2C	0.3	-13	-19	0.7	70*	34	1.2	5	-3
CCC(C)NC(=O)C1CCCN(c2nc(C)cc(OC)n2)C1 (stereo unspecified)	·	-3	4	·	·	·	·	-5	2
Clc1ccc2c(Cl)c(-c3nnc(-c4ccccc4)o3)sc2c1	·	-13	6	·	·	·	·	11	6
COc1ccccc1N1CCN(C(=O)c2ccc(S(=O)(=O)N3CCCCCC3)cc2)CC1	0.5	-13	-6	0.3	52*	71*	1.6	2	1
CC(C)OC(=O)C1C2C=CC3(CN(CC4CCCO4)C(=O)C13)O2 (stereo unspecified)	1.1	-1	-15	1	-11	-5	1	7	10
Cc1c(NC(=O)c2ccc(Br)o2)cccc1C(=O)O	1	-11	-1	1	4	-3	0.9	12	2
CN1CCN(c2nc(-c3ccc(Br)cc3)nnc2-c2ccccc2)CC1	1	-8	-33	0.9	3	9	1.3	8	-5
COc1ccc(NC(=S)N(CCc2nc3cc(C)c(C)cc3[nH]2)Cc2cccnc2)cc1	0.8	2	7	0.6	24	45	1.4	-3	-2
Cc1cc(=O)[nH]c(SCC(N)=O)c1C#N	1.1	-11	-37	1	-9	2	0.9	3	-4
Cc1nonc1NCn1nnc2ccccc21	0.9	-4	-4	0.5	13	48	1	3	2
C=CCSc1nnc(NC(=O)CSc2nc(CCC)cc(=O)[nH]2)s1	0.5	5	-6	0.7	51*	34	1.2	1	-5
CCOc1ccc(C2=C/C(=C/c3cccnc3)C(=O)O2)cc1	0.6	-22	-27	0.7	37	31	1.4	111*[fluorescence artefact?]	0
CCCn1c(=O)c(F)cn(Cc2ccc(OC)c([N+](=O)[O-])c2)c1=O	0.7	-5	-4	0.7	29	26	1	9	5
Cc1ccccc1CS(=O)(=O)Cc1ccc(C(=O)N2CCOCC2)o1	0.9	5	4	0.8	8	16	1	3	-5
COc1ccc(OC)c(-n2c(C)ccc2-c2ccc(S(C)(=O)=O)cc2)c1	0	-2	24	0	96*	98*	1.9	2	-3
Cc1cccc(-c2nnc(-c3ccc(N)cc3)o2)c1	0.8	-17	2	0.5	17	47	0.8	11	-4
O=C(NC(NC1CCS(=O)(=O)C1)C(Cl)(Cl)Cl)c1cccc(Cl)c1 (stereo unspecified)	0.8	-8	28	0.9	20	8	1.1	-4	-4
Cc1cc(O)ccc1NC(=O)c1ccccc1	1.1	-7	-12	1.2	-8	-21	1	5	-6
O=C(NCc1ccccc1)C1CCCN(S(=O)(=O)c2cccnc2)C1 (stereo unspecified)	0.8	-4	-5	0.9	19	13	0.8	2	-5
Cc1cc(C(=O)COc2ccc(-c3nnco3)cc2)c(C)n1Cc1ccccc1	0.4	-9	10	0.4	60*	62*	1.7	-2	-11
CCOC(=O)c1cnc(-n2nc(C)cc2C)nc1NC1CCCCC1	1	-3	19	0.6	2	43	1.2	3	4
O=C(NCc1ccccn1)C1CCCN(S(=O)(=O)c2ccccc2)C1 (stereo unspecified)	1.1	-13	-1	1	-7	1	0.9	6	0
Cc1ccc(S(=O)(=O)N2C(=O)CCC2C(=O)Nc2ccc3c(c2)OCCO3)cc1 (stereo unspecified)	1	-12	2	1	-2	-4	0.8	2	-1
COc1cc(C(=O)N2CCN(c3cccc(C)c3C)CC2)cc(OC)c1OC	·	-6	11	·	·	·	·	-1	-7
CCn1cc(C(=O)NCCCOC(C)C)c2cc(OC)c(OC)cc2c1=O	0.9	·	·	0.9	13	6	1.6	·	·

Sorted by the number under PLAP act (largest number first): some entries from above.
SMILES	CYP2C19 activ	PLK1 kinase inh	PLK1 PBD inh	CYP2C9 activ	CYP2C19 inh	CYP2C9 inh	PLAP act	HIV Rev-RRE inh	EphB4 antag
Cc1cc(O)ccc1NC(=O)c1ccccc1	1.1	-7	-12	1.2	-8	-21	1	5	-6
Cc1cc(=O)[nH]c(SCC(N)=O)c1C#N	1.1	-11	-37	1	-9	2	0.9	3	-4
Cc1cccc(-c2nnc(-c3ccc(N)cc3)o2)c1	0.8	-17	2	0.5	17	47	0.8	11	-4

High-throughput results as filed in PubChem BioAssay.
